MLLE-PAM2 inh: inhibitors of PABP1 MLLE–PAM2 peptide binding, primary screen, biochemical, fluorescence polarization, FITC-PAM2, GST-MLLE; inhibition, % at 20 µM; 0.36% of 360,000 active; AID 588489, 2011; in the data active = inhibition above about 35%, passing the limit was not always enough;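 also: plate controls were DMSO wells with GST-MLLE for no effect and wells lacking GST-MLLE protein for full effect; some results filed as inactive read as strong as hits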
MsrA act: bovine MsrA enzyme activators, primary screen, biochemical, absorbance, HTS | 0.3% of 360,000 active | Methionine sulfoxide reductase A (Bos taurus) | activation, % at 10.6 µM | AID 602163, 2012 | purified bovine MsrA, absorbance read-out; in the data active = activation above about 7.5%;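 also: 0% = vehicle and 100% = reference activator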
NRP1-CendR mod: modulators of CendR peptide binding to NRP-1, primary screen, biochemical, fluorescence polarization, uHTS; Neuropilin-1 (Homo sapiens), O14786; AID 602438, 2012; 0.85% of 360,000 active; FAM-RPARPAR peptide binding to NRP-1; inhibition, % at 25 µM;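 active = inhibition or corrected inhibition above about 18%, plus a signal ratio from 0.5 to 1.5, limit read from the data, passing the limit was not always enough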; also: strong numbers were not always called active
MT1-MMP act inh: blockers of MT1-MMP proenzyme processing, primary screen, HT1080 RFP-PRO-GFP cells, GFP/RFP fluorescence | AID 651647, 2012 | 0.061% of 360,000 active | GFP/RFP ratio fluorescence, overnight; percent of plate control window, DMSO zero | Matrix metalloproteinase-14 (Homo sapiens), P50281 | GFP/RFP ratio change, % at 20 µM;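 active = GFP/RFP ratio change of at least 30% with cell ATP level not reduced by more than half and red fluorescence within 50% of control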; also: strong numbers were not always called active
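Material – HT1080 RFP-PRO-GFP cells · Control set – DMSO wells and RFP-L50D-GFP cells · Incubation – overnight cell settling, then overnight compound exposure, 37 °C, 5% CO2 · Compound dosing – single-point 20 µM compound, 1% DMSO · Read-out – GFP/RFP fluorescence ratio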
FAS-TE inh: FAS thioesterase domain inhibitors, primary screen, biochemical, fluorescence intensity, uHTS | Fatty acid synthase (Homo sapiens), P49327 | recombinant FAS-TE, OMFH fluorogenic substrate, fluorescence endpoint | inhibition, % at 15 µM | 0.67% of 360,000 active;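 active = compounds whose normalised, plate-corrected inhibition of enzyme fluorescence in the single-dose primary screen is 50% or more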;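 also: 0% = DMSO with enzyme and 100% = substrate without enzyme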
Neddylation inh: inhibitors of cullin neddylation, primary screen, biochemical, TR-FRET, uHTS, NAE and Ubc12; AID 651699, 2012; 0.58% of 360,000 active; calls only at 25 µM; NEDD8-conjugating enzyme Ubc12 (Homo sapiens) + NEDD8-activating enzyme E1 regulatory …; in the data active = inhibition above about 36%
SKN-1 block: suppressors of acrylamide-induced Pgst-4::GFP reporter in worms, primary screen, SKN-1 inhibitor project, whole organism, uHTS, GFP/RFP fluorescence ratio, strain VP596. AID 624304, 2012. C. elegans VP596 Pgst-4::GFP/RFP ratio, 24 h. inhibition, % at 21.8 µM. 0.49% of 360,000 active;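 active = interference check ratio from 0.5 to 1.5 plus GFP to RFP signal ratio inhibition reaching or exceeding a fixed threshold, cut at about 30% in these data, passing the limit was not always enough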; also: some compounds called inactive have numbers as strong as hits
E coli Lon inh: inhibitors of E. coli Lon protease, primary screen, biochemical, fluorescence polarization; inhibition, % at 7.94 µM; AID 602123, 2011; purified E. coli Lon protease; 0.42% of 360,000 active; P0A9M0; in the data active = inhibition above about 13%, passing the limit was not always enough;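 also: 0% = enzyme with probe and DMSO and 100% = no enzyme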
Rin1 Abl inh: inhibitors of Rin1-Abl protein binding, primary screen, biochemical, TR-FRET; Tyrosine-protein kinase ABL1 (Homo sapiens) + Ras and Rab interactor 1 (Homo sapiens), …; inhibition, % at 7.35 µM; 0.4% of 360,000 active; in the data active = inhibition above about 5%, passing the limit was not always enough
Target sequence (P00519 whole entry, looked up): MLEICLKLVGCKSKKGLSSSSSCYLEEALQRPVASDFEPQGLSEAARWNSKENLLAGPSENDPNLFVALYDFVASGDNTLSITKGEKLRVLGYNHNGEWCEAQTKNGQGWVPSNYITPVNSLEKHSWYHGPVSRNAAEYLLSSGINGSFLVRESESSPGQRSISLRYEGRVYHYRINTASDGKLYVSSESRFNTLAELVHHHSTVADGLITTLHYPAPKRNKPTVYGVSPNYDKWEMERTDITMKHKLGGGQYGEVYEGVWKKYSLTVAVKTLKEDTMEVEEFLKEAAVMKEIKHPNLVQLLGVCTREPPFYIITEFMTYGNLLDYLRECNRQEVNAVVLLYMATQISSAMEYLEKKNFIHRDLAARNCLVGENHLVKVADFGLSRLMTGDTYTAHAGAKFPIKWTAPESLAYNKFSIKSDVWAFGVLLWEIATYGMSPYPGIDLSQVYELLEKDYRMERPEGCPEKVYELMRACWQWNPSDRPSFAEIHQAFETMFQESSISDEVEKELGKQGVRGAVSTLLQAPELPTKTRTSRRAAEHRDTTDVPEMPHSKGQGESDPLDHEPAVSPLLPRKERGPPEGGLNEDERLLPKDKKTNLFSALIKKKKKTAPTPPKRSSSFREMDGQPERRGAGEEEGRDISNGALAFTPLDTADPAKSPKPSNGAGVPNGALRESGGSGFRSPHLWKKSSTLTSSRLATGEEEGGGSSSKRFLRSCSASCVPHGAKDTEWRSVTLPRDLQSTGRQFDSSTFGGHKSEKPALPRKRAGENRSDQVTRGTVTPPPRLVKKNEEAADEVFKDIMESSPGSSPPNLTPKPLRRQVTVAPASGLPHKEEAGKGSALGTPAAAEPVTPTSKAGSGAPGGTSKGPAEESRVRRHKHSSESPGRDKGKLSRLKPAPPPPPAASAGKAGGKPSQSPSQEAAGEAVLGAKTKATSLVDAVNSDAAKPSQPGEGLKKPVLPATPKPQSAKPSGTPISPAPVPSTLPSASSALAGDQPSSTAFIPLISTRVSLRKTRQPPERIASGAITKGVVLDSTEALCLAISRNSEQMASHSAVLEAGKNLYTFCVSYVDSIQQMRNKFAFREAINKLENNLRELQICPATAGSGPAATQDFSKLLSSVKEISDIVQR
Target sequence (Q13671 whole entry, looked up): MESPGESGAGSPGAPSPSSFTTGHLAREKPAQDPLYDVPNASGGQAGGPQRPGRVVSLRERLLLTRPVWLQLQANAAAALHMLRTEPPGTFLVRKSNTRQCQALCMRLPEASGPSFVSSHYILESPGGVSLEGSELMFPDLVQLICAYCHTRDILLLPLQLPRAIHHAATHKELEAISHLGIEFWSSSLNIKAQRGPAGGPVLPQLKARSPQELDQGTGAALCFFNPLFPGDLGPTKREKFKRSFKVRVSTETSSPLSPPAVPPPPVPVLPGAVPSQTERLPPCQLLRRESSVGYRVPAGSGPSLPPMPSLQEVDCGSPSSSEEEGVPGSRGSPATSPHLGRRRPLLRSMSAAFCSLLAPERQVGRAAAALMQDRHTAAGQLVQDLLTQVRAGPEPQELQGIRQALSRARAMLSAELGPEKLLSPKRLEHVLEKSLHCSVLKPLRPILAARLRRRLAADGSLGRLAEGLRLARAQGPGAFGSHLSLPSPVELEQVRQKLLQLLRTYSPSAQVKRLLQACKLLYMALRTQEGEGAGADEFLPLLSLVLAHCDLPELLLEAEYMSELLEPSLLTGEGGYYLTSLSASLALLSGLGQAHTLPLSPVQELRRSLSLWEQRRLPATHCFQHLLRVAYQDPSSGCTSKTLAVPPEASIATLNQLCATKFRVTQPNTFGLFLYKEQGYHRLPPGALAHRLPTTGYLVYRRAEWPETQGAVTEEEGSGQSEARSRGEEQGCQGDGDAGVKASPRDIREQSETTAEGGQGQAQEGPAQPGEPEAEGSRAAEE
Starred values were filed as active, the others as inactive; i = inactive; nt = not tested or not shown.

item	Compound	MLLE-PAM2 inh	MsrA act	NRP1-CendR mod	MT1-MMP act inh	FAS-TE inh	Neddylation inh	SKN-1 block	E coli Lon inh	Rin1 Abl inh
1	Cc1onc(-c2ccccc2)c1C(=O)N(Cc1ccco1)Cc1cccs1	2	-4	-19	-2	14	i	2	11	1
2	CCOC(=O)CC1COc2ccccc2N1C(=O)c1ccc(F)cc1 (stereo not drawn)	1	0	-20	3	-2	i	3	-3	-5
3	CCN(CC)C(=O)[C@H]1C[C@H](CC(=O)NC(C)(C)C)C(=O)N2CCc3c([nH]c4cc(-c5ccco5)ccc34)[C@]12C	-3	-7	-30	-6	-1	nt	17	-3	1
4	COc1ccc(CCN(C)C(=O)C(CCSC)NC(=O)c2ccco2)cc1OC (stereo not drawn)	4	-3	12	-2	-8	i	-3	6	1
5	CCC1CCc2sc(C(=O)NCc3ccccn3)cc2C1 (stereo not drawn)	5	-3	10	-3	-1	i	22	-8	-1
6	Cc1cc(C)n2nc(-c3ccc(F)cc3)nc2n1	-10	-7	-1	0	-3	i	12	1	0
7	CC(=O)Oc1cccc(NC(=O)c2ccc3c(c2)C(=O)N(CC(C)C)C3=O)c1	10	-2	5	4	4	i	17	-8	2
8	Cc1nnc2n1N=C(c1ccc(OC(F)F)cc1)C(C)S2 (stereo not drawn)	-16	-2	9	4	-2	i	7	2	0
9	O=C(NCc1ccc(Cl)cc1)C1CCC(CNS(=O)(=O)c2ccccc2)CC1 (stereo not drawn)	7	-2	0	-1	-2	i	-15	-1	2
10	CN1CCCC(C(=O)C(C#N)c2ccccc2)C1 (stereo not drawn)	3	-6	-14	2	-5	i	-7	-2	-2
11	COc1ccc(C(=O)NC(=S)NC(C)(C)C)cc1Br	28	1	8	-2	13	i	10	6	-1
12	O=C(CSc1nc(Nc2ccccc2)nc(N2CCOCC2)n1)NC1CCCCC1	2	-9	-3	2	8	i	8	-8	3
13	CCOC(=O)c1sc(NC(=O)CSc2nnc(Cc3ccccc3)o2)c(C(=O)OCC)c1C	-3	-2	1	-6	26	i	19	-6	-2
14	C/C(CS(=O)(=O)c1ccccc1)=N\O	-22	-4	4	2	-4	i	0	-5	4
15	COc1cccc(NC(=O)C(=O)N2CCOCC2)c1	9	-2	6	0	-5	i	-1	4	3
16	Cc1ccc(S(=O)(=O)N2C3CCCCC3O[C@H]2CC(=O)OCc2ccccc2)cc1 (stereo partly drawn)	nt	nt	10	-2	nt	i	14	nt	nt
17	CC(C)(C)C(O)(CC#CCN1CCCC1)c1ccccc1 (stereo not drawn)	2	-5	0	-1	-10	i	-5	-5	1
18	Cc1cc(NS(=O)(=O)c2ccc(NC(=O)Nc3ccccc3)cc2)no1	-4	-5	0	3	-7	i	-7	-8	2
19	O=C(NC(=S)NNS(=O)(=O)c1ccccc1)c1ccc([N+](=O)[O-])cc1	7	6	0	3	11	i	6	6	0
20	Nc1cccc(NC(=O)c2cccs2)c1	-6	-5	-12	-1	-9	i	-13	-7	1
21	COc1ccc(CCNC(=O)[C@H](C)NC(=O)[C@@H]2CSC3c4ccccc4C(=O)N32)cc1 (stereo partly drawn)	13	-4	3	-2	-12	i	0	3	0
22	CC(C)(C)C(=O)NC1CC2CCCC(C1)N2C(=O)Nc1ccccc1Cl (stereo not drawn)	3	-3	6	3	-4	i	-1	-14	3
23	CN(C)N1C(=O)c2c(Cl)c(Cl)c(Cl)c(Cl)c2C1=O	-4	-11	-11	0	-8	i	3	6	3
24	O=C(CSc1nnc(Cc2ccccc2)o1)c1cc(F)ccc1F	-56	-9	-5	2	0	i	-14	-1	0
25	COC(=O)C1=CN(CC2CCCO2)C=C(C(=O)OC)C1c1ccsc1 (stereo not drawn)	-2	-1	-1	4	-2	nt	13	8	-4
26	OC(CNc1ccnc2cc(Cl)ccc12)CNC1CCCCC1 (stereo not drawn)	13	-4	13	8	-5	i	-10	-7	1
27	COc1nc(OCC#N)nc(N2CCCCC2)n1	11	2	0	-1	-3	i	-2	-2	1
28	CCOC(=O)c1[nH]c(C)c(C(=O)OCC(=O)N2c3ccccc3CC2C)c1C (stereo not drawn)	-11	-1	-12	-10	-1	i	9	-4	-1
29	NC(=O)c1oc2ccccc2c1NC(=O)C1CC(=O)N(c2ccccc2)C1 (stereo not drawn)	-9	0	-5	3	-1	i	6	-1	0
30	CCCCCCC[C@@H](C/C=C/CCC(=O)N(C)C/C(=C/Cl)C/C(=C\C(=O)N1CC(OC)=CC1=O)OC)OC	-6	1	-48	3	21	i	1	2	4
31	COC(=O)C1C(=O)NC(SC)=C(C#N)C1c1ccccc1 (stereo not drawn)	2	-1	14	0	-4	i	3	-1	-4
32	O=C(CCCCn1cnc2c(=S)nc[nH]c21)Nc1ccc(C(=O)O)c(O)c1	30	-3	-9	-1	-8	i	-9	3	2
33	CC(C)OCCCNc1ncc2c(n1)CC(c1cccs1)CC2=O (stereo not drawn)	-7	-3	-3	0	-6	i	9	1	1
34	Clc1cccc(Cc2nn[nH]n2)c1	-3	-6	-12	-1	-6	i	5	2	-2
35	CC(C)(C)CN1CCN(Cc2cccnc2)CC1CCO (stereo not drawn)	-6	-3	-7	-2	-1	i	21	-11	2
36	COc1cccc(NC(=S)NN=C2CCC(C(C)(C)C)CC2)c1 (stereo not drawn)	6	-5	11	-1	22	i	-5	4	2
37	CCCNC(=O)C1(C)CCCN(C(=O)c2c(F)ccc(C)c2F)C1 (stereo not drawn)	11	-2	-3	5	-6	i	-10	6	-4
38	O=C(Nc1ncc(Cc2cccc(Cl)c2)s1)c1ccc([N+](=O)[O-])cc1	12	-5	0	1	-12	i	3	-5	-4
39	COc1cccc(C(=O)OCC(=O)Nc2ccc3c(c2)OCCO3)c1	-3	-2	9	-2	-3	i	-6	2	0
40	CC(=O)C[C@H](O)CC(=O)[C@H]1OC(=O)[C@H](C)C/C=C\Cc2ccccc21	1	-1	25*	-5	-8	i	4	1	2
41	CCCCOC(=O)Nc1ccc(OC)cc1S(=O)(=O)N1CCOCC1	6	1	3	3	-5	i	-11	1	1
42	Cn1cccc1Cc1nnc(SCC(=O)Nc2ccc3c(c2)OCCO3)n1CCc1ccccc1	-17	2	-5	0	1	i	2	2	4
43	O=C(/C=C/c1cccc([N+](=O)[O-])c1)Nc1ccc(Cl)cn1	-6	0	-5	-1	1	i	15	3	1
44	CCn1c(CC(=O)Nc2ccc(C)cc2)nnc1SCC(=O)N1CCOCC1	0	-1	17	0	-5	i	8	2	-1
45	Cc1cc(C(F)(F)F)c2c(N)c(C(=O)NCc3ccc(Cl)cc3)sc2n1	nt	0	-9	-5	27	i	7	-7	nt
46	O=C1CCC(C(=O)Nc2ccc(Cl)cc2)N1 (stereo not drawn)	-14	-4	14	0	-8	i	11	-6	3
47	CCOC(=O)C(NC(=O)Nc1ccc(O)cc1)(c1ccccc1)C(F)(F)F (stereo not drawn)	10	-5	-11	-3	-7	i	4	-1	4
48	CCn1c2ccccc2c2cc(NC(=O)COC(=O)C3CCC(=O)N3)ccc21 (stereo not drawn)	-5	1	4	1	-2	i	5	4	1
49	COc1ccc(CN2CCN(C(=O)C3CCC(CNS(=O)(=O)c4ccccc4)CC3)CC2)c(OC)c1OC (stereo not drawn)	4	0	-6	3	-5	i	6	143*	1
50	O=C(NN=Cc1cccc2ccccc12)C(=O)NN=Cc1cccc2ccccc12	6	-7	4	2	-11	i	13	-9	1
51	CCOC(=O)c1c(-c2ccc(F)cc2)csc1NC(=O)CN1C(=O)NC2(CCCCC2C)C1=O (stereo not drawn)	-11	7	1	0	27	i	3	2	1
52	O=C1c2[nH]nc(-c3ccccc3O)c2C(c2ccc(F)cc2)N1CC1CCCO1 (stereo not drawn)	6	-3	-16	-3	-14	i	-7	-8	-2
53	O=C(CSc1ccccn1)N1CCN(c2cccc(Cl)c2)CC1	13	2	0	0	2	i	15	-4	2
54	N/C(=N\OC(=O)c1cccc(F)c1)c1ccccn1	-1	0	0	-1	-3	i	2	-10	-1
55	COCCn1c(=O)[nH]c2cc(C(=O)Nc3cc(OC)c(OC)c(OC)c3)ccc2c1=O	-8	-5	4	2	-5	i	-2	5	-1
56	CC(C)(C)N(NC(=O)Nc1ccc(F)cc1)C(=O)c1ccccc1	6	5	-5	2	-14	i	12	5	2
57	CC(C)NS(=O)(=O)c1ccc(OCC(=O)Nc2ccc3c(c2)OCO3)c(Cl)c1	-1	2	0	3	2	i	-6	-12	1
58	O=C(Cc1cccc(C(F)(F)F)c1)NCc1cccc(Cl)c1	-11	2	0	2	25	i	11	-5	-2
59	COc1ccc(Nc2ccncc2[N+](=O)[O-])cc1	-1	3	-1	-17	-4	i	0	8	-2
60	CC(=O)Nc1ccc(C(=O)OCC(=O)/C(C#N)=C(\C)N)cc1	-8	-9	1	0	-5	i	-4	-1	2
61	CCN(C(=O)COC(=O)c1cc(C)oc1C)c1c(N)n(Cc2ccccc2)c(=O)[nH]c1=O	6	-3	-11	4	-8	i	0	-2	2

An excerpt from above in order of their number in Rin1 Abl inh, rising:
nr | canonical_smiles | MLLE-PAM2 inh | MsrA act | NRP1-CendR mod | MT1-MMP act inh | Neddylation inh | SKN-1 block | E coli Lon inh | Rin1 Abl inh
11 | COc1ccc(C(=O)NC(=S)NC(C)(C)C)cc1Br | 28 | 1 | 8 | -2 | i | 10 | 6 | -1
20 | Nc1cccc(NC(=O)c2cccs2)c1 | -6 | -5 | -12 | -1 | i | -13 | -7 | 1
47 | CCOC(=O)C(NC(=O)Nc1ccc(O)cc1)(c1ccccc1)C(F)(F)F (stereo not drawn) | 10 | -5 | -11 | -3 | i | 4 | -1 | 4

Structures listed above marked active in NRP1-CendR mod:
| item | SMILES | MLLE-PAM2 inh | MsrA act | NRP1-CendR mod | MT1-MMP act inh | Neddylation inh | SKN-1 block | E coli Lon inh | Rin1 Abl inh |
| --- | --- | --- | --- | --- | --- | --- | --- | --- | --- |
| 40 | CC(=O)C[C@H](O)CC(=O)[C@H]1OC(=O)[C@H](C)C/C=C\Cc2ccccc21 | 1 | -1 | 25* | -5 | i | 4 | 1 | 2 |

Screening data: PubChem BioAssay, several laboratories

The order is random; overall some 4% were active at least once.
